Screens (PubChem)
GLP-1R inv ag: inverse agonists of human GLP-1 receptor. P43220. HEK293 GLP-1R CRE-luciferase, luminescence, 24 h; GLP-1R form is constitutively active. Potency, µM (highest dose often 38.3 µM), for inactives: top-dose activity change, negative = inhibition, hits mostly inhibitors. 410,000 compounds, 1.6% hits; note: potency is the fitted concentration of half-maximal effect; % is set by controls: 0 for no effect and ±100 for the full control effect; nearly all actives have a fitted effect of over 55% in size
Target sequence (P43220 whole entry, looked up): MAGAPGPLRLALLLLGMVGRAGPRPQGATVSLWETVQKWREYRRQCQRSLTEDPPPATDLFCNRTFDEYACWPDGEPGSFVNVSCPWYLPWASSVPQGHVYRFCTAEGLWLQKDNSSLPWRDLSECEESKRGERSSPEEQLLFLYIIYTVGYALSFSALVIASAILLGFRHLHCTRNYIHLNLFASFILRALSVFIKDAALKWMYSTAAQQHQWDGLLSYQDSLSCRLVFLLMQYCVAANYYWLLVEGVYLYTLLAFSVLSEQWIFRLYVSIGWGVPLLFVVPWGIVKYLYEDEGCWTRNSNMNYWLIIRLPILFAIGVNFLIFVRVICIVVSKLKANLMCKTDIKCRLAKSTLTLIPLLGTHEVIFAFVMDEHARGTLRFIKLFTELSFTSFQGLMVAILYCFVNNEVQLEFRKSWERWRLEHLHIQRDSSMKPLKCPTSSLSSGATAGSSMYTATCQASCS
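qHTS in 1536-well format: reporter HEK293 cells expressing constitutive GLP-1R activity in DMEM + 10% Nu serum, 24 hr with compounds at 37 deg C, luminescence read after 12 min with detection reagent.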
Abeta yeast res: restores growth of yeast expressing A-beta42 peptide; yeast expressing A-beta42, growth rescue, OD600, 48 h; response scale: 0% DMSO, 100% iron-clioquinol control; Potency, µM (top dose mostly 46.1 µM), for inactives: at the top dose growth rescue, actives largely listed as activators; 410,000 compounds, 0.063% hits; AID 1347071; note: potency is the fitted concentration of half-maximal effect; nearly all actives have a fitted effect of over 55% in size
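Yeast A-beta toxicity model in growth medium with pinned compounds, 48 h at 30 C; growth read as absorbance at 600 nm. Normalized to FeCl3/clioquinol equimolar mix (positive) and DMSO (negative).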
MmCpn inh: inhibitors of Methanococcus maripaludis chaperonin (MmCpn) | purified Mm-Cpn ATPase, ADP Transcreener TR-FRET | Potency, µM (highest dose often 76.9 µM), for the others: at the highest dose activity, negative = inhibition, actives largely listed as inhibitors | 330,000 compounds, 0.031% hits | AID 504842; note: potency is the fitted concentration of half-maximal effect; % is set by controls: 0 for no effect and ±100 for the full control effect; nearly all actives have a fitted effect of over 80% in size
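25 nM Mm-CPN + cpd, 10 min 37°C; + 10 uM ATP, 30 min 37°C; buffer 30 mM Tris pH 7.4, 100 mM KCl, 5 mM MgCl2, 1 mM DTT; Transcreener ADP HTRF detection 30 min RT.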
TDP-43 yeast inh: TDP-43 toxicity inhibition in yeast; TDP-43 expressing yeast growth rescue, BacTiter-Glo, 24 h; Potency, µM (doses to about 46.1 µM), for the others: at the highest dose growth rescue (activation), actives largely listed as activators; 410,000 compounds, 1.8% hits; note: potency is the fitted concentration of half-maximal effect; % of control where 0% means no effect; nearly all actives have a fitted effect of over 50% in size
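In this qHTS, compounds that restore growth of yeast expressing TDP-43 appear as activators. Cells (OD600=0.02, galactose medium, raffinose-pregrown) are incubated with compound 24 hr at 30 deg C and growth is quantified by BacTiter-Glo.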
aSyn rescue: rescues yeast growth from alpha-synuclein toxicity | Yeast expressing alpha-synuclein, growth rescue, BacTiter-Glo, 24 h | Potency, µM (top dose mostly 46.1 µM), without a hit: at the highest dose growth rescue (activation), hits mostly activators | 370,000 compounds, 0.14% hits; note: potency is the fitted concentration of half-maximal effect; % of control where 0% means no effect; nearly all actives have a fitted effect of over 65% in size
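Readout is rescue of growth in alpha-synuclein-expressing yeast, so inhibitors of toxicity appear as activators. Growth after 24 hr at 30 deg C in galactose medium is quantified by luminescence.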
FUS suppressor: rescues growth of FUS-expressing yeast | 390,000 compounds, 0.24% hits | Potency, µM (top dose mostly 76.6 µM), for the others: at the highest dose growth rescue (activation), most hits filed as activators | S. cerevisiae FUS-expressing, growth rescue, OD600, 24 h;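 note: potency is the fitted concentration of half-maximal effect; plate controls were DMSO vehicle for no effect and reference control for full effect; nearly all actives have a fitted effect of over 55% in size; some results filed as inactive show a strong effect at the top dose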
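Galactose (2%) drives FUS expression in yeast precultured in raffinose; seeding density OD 0.005. Test compounds incubated 24hr at 30C and 99% humidity before absorbance at 600 nm was measured.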
PTHR1 agonist: PTHR1 (human) receptor agonism; Q03431; HEK293 GP2 PTHR1 cells, GloSensor cAMP luminescence, 1 h; Potency, µM (doses to about 115 µM), inactives show at the top dose activation, usual class: activators; 410,000 compounds, 0.075% hits; AID 743266; note: potency is the fitted concentration of half-maximal effect; nearly all actives have a fitted effect of over 55% in size; some results filed as inactive show a strong effect at the top dose; inactives centre near -15; many of its hits are not listed in these tables
Target sequence (Q03431 whole entry, looked up): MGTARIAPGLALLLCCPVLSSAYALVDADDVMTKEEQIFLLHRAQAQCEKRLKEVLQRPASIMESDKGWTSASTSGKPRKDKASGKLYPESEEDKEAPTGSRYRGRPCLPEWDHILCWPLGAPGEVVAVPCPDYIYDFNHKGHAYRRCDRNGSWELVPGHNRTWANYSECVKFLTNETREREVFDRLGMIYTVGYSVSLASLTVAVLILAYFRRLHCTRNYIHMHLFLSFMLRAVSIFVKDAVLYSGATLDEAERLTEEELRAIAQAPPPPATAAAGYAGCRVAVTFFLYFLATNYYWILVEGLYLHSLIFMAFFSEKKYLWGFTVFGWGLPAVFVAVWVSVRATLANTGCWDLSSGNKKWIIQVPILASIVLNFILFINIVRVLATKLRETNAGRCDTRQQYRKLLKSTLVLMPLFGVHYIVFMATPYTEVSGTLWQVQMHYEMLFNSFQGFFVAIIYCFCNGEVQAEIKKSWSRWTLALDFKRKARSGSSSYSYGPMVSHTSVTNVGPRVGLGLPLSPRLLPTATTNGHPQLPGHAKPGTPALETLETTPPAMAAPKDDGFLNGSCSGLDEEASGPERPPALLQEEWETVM
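HEK-293-derived GP2 cells expressing PTHR1 and a GloSensor cAMP reporter, 3,000/well, plated overnight, given luciferin plus IBMX (each 0.5 mM as added) for 1 h at 37 °C, then compound for 1 h at 37 °C. Luminescence was read after 15 min at room temperature.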
GLP1R cytotox: cytotoxicity in counter-screen for GLP-1R inverse agonists. HEK293 cAMP-luciferase reporter cells, luminescence, 24 h. Potency, µM (top dose mostly 38.3 µM), for the others: at the top dose activity change, negative = inhibition, hits mostly inhibitors. 410,000 compounds, 0.13% hits. AID 624418;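 note: loss of luciferase light is scored as toxicity; potency is the fitted concentration of half-maximal effect; % is set by controls: 0 for no effect and ±100 for the full control effect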
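A 23 nL compound transfer followed 12 hours of cell culture at 37 deg C; exposure then lasted 24 hr. Luciferase assay detection reagent was dispensed and plates read for luminescence after a 12 min room-temperature wait.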
Akt phos inh: Akt phosphorylation inhibition; activity change, % for hits at 50 µM; AID 651550; 360,000 compounds, 0.32% hits; Neuro2A IGF-stimulated pAkt S473 HTRF, 20 min; active compounds read low; in the data active = activity change below about -80%; inconclusive = mostly about -51% to -80%; note: % is set by controls: 0 for no effect and ±100 for the full control effect
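Neuro2A cells (4,500/well, DMEM with 0.5% FBS) were treated with compound at a single 50 µM final concentration, stimulated with 6 nM IGF for 20 min at 37 °C, and lysed. Phospho-Akt Ser473 was read by HTRF as 665/615 ratio ×10^4.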
* hit, by the source's call; i = inactive; ? = inconclusive; . = no result given; & = joins results of further samples; [ ] = remark or other dose. Unless noted, calls come from the whole dose curve; as a rule, active = well fitted curve in the direction sought with a large enough effect; inconclusive = small, poorly fitted or top-dose-only effect, or another doubt; inactive = no such curve, though single readings can be large; an effect the other way counts as inactive or inconclusive. Only part of the results is shown; the hit share may differ from the screen's.

| compound | Akt phos inh | aSyn rescue | FUS suppressor | GLP1R cytotox | TDP-43 yeast inh | GLP-1R inv ag | PTHR1 agonist | Abeta yeast res | MmCpn inh |
| --- | --- | --- | --- | --- | --- | --- | --- | --- | --- |
| CCN(C(=O)CSc1nnc(-c2ccccc2Cl)n1C1CCCC1)C1CCS(=O)(=O)C1 (stereo not drawn) | i | -10% | 2% | -7% | 6% | 5% | i | 12% | 3% |
| CCOC(=O)C1(C)CCN1C(=O)c1cccc(OC)c1 (stereo not drawn) | i | -3% | -19% | 5% | 3% | 11% | -3% | -13% | . |
| Cc1nnc(NC(=O)C(c2ccccc2)c2ccccc2)s1 | i | 4% | 5% | 0% | -5% | -25% | -1% | 0% | 0% |
| Cc1ccc(C)c(N2CCN(C(=O)c3cc4cc5ccc(C)cc5nc4o3)CC2)c1 | . | . | -11% | 1% | 21% | 1% | -28% | -7% | . |
| COc1cc(NC(=O)CN2CCN(Cc3ccc4c(c3)OCO4)CC2)cc(OC)c1 | i | -2% | 8% | -20% | 12% | ? | -18% | -6% | -1% |
| COc1cccc(/C(O)=C2/C(=O)C(=O)N(Cc3cccnc3)C2c2ccco2)c1 (stereo not drawn) | i | 0% | 32% | 6% | 15% | -1% | i | 9% | 2% |
| NS(=O)(=O)c1ccc(CNC(=O)c2ccccc2SCC(=O)N2CCCC2)cc1 | i | 10% | 4% | 13% | -17% | 2% | -12% | 3% | -1% |
| CCOC(=O)C1(Cc2ccc(OC)cc2)CCN(C(=O)c2cc3ccccc3[nH]2)CC1 | i | 2% | 23% | -1% | -7%[9.22 µM] | ? | -18% | -5% | 1% |
| OC(c1ccccc1)C(Nc1ccccn1)c1ccccc1 (stereo not drawn) | i | -8% | . | 11% | 16% | -12% | i | 6% | . |
| CC1=CC(=C(C#N)C#N)C=C(C)N1CCN1CCN(C(=O)Nc2cccc(Cl)c2)CC1 | i | 0% | -12% | 6% | 9% | 15% | -20% | -3% | -2% |
| COc1ccc(-c2c(C)nn(-c3ccccc3)c2N)cc1 | i | -2% | 13% | -2% | 3% | 0% | -15% | 2% | -2% |
| O=C(O)COc1cccc2nsnc12 | i | -4% | -7% | 9% | -8% | 20% | -15%[57.5 µM] | -6% | ? |
| O=S(=O)(NCCc1csc2nc(-c3ccc(F)cc3)nn12)c1ccc(Oc2ccccc2)cc1 | . | . | -2% | 8% | 17% | 7% | -27% | -2% | . |
| Cn1c(=O)c2[nH]c(N3CCCCC3)nc2n(C)c1=O | i | 4% | -11% | 1% | -8% | 21% | i | 2% | 1% |
| O=C(C=Cc1cccc(O)c1)c1ccccc1O | i | -48%[inhibitor] | 22% | -20% | -94%[inhibitor] | ? | -21% | -92%[inhibitor] | . |
| O=C(CC1Sc2ccccc2NC1=O)NNc1cc(Cl)ccc1Cl (stereo not drawn) | i | -3% | 7% | -29% | -9% | ? | i | 6% | . |
| O=C(c1ccccc1)N1CCN(C(=O)N2CCOCC2)CC1 | i | -8% | 4% | -1% | 17% | 0% | -11%[57.5 µM] | 9% | -2% |
| Cn1c(=O)c2c(-c3ccc(C(C)(C)C)cc3)n(N3CCOCC3)cc2n(C)c1=O | i | 1% | 2% | 8% | 9% | 17% | i | 4% | -1% |
| Cc1cccc(NC(=O)C(Cc2ccccc2)NS(=O)(=O)c2ccc3c(c2)c(=O)n(C)c(=O)n3C)c1 (stereo not drawn) | . | . | -22% | -11% | -8% | -14% | i | -10% | . |
| O=[N+]([O-])C(=C1SCCS1)C(=C(Cl)Cl)N1CCCCC1 | i | 2% | 6% | -3% | 6% | ? | -11% | ? | 1% |
| COC(=O)c1sc2ccccc2c1S(=O)(=O)N1CCN(c2ccc(C(C)=O)cc2)CC1 | . | . | ? | -6% | 0% | 19% | i | 0% | . |
| Cc1cc(C)c(Cn2ncn(-c3ccc(Br)cc3)c2=O)c(C)c1 | i | 1% | -6% | -16% | 3% | ? | -70%[inhibitor] | 0% | 2% |
| COC(=O)c1ccc2c(=O)n(CC3CCCO3)c(=S)[nH]c2c1 (stereo not drawn) | i | -1% | -4% | -15% | 1% | 31%[activator] | -9%[57.5 µM] | 4% | 0% |
| COc1cc(OC)cc(-n2nnc(-c3nc(-c4ccccc4Cl)no3)c2N)c1 | . | . | 3% | -7% | 1% | -22% | -46%[inhibitor] | 8% | . |
| COc1cccc(NC(=O)CNC(C)CCC(C)C)c1 (stereo not drawn) | i | -3% | -3% | 6% | 5% | ? | -1%[57.5 µM] | 6% | 0% |
| CCCCOP(=O)(c1ccc(N(C)C)cc1)C(O)c1ccncc1 (stereo not drawn) | i | -3% | -8% | 10% | 13% | 7% | -6%[57.5 µM] | 5% | -4% |
| Cc1nn(CC(=O)N2CCOCC2)c(=O)c2nn(-c3ccccc3)c(C)c12 | i | 0% | 18% | -19% | 25% | 9% | i | -2% | 0% |
| Cc1cccc(OCC(=O)Nc2ccccc2C(=O)N2CCOCC2)c1 | i | -2% | 0% | -13% | -9% | 14% | -19% | 2% | 3% |
| CC(CN1C(C)CCCC1C)OC(=O)c1ccccc1Cl (stereo not drawn) | i | -1% | -10% | -14% | -3% | -1% | -3% | 4% | -3% |
| N#Cc1ccc(OCc2nnc(-c3ccc([N+](=O)[O-])cc3)o2)cc1 | i | 1% | 3% | -11% | 7% | 2% | i | -12% | -5% |
| O=C(COc1ccccc1[N+](=O)[O-])c1ccccc1 | i | 0% | 4% | 0% | 17% | 23% | -20% | 3% | -1% |
| Cc1onc(-c2c(Cl)cccc2Cl)c1C(=O)NC1C(=O)N2C1SC(C)(C)C2C(=O)O (stereo not drawn) | i | -2% | 14% | 3% | -6% | 13% | -10% | 3% | 1%[15.4 µM] |
| CCn1c(=O)c2cc(C(=O)NCc3cccs3)sc2c2ccccc21 | i | 19% | -7% | -2% | 17% | 7% | -43%[inhibitor] | 0% | 0% |
| COc1ccc(C(C(=O)NC2CCCC2)N(Cc2ccco2)C(=O)c2snc(C(N)=O)c2N)cc1OC (stereo not drawn) | i | -10% | 0% | -5% | -5% | 10% | 0% | 1% | -2% |
| CSc1ccc(Cn2c(C)c(C(=O)NCc3ccc4c(c3)OCO4)sc2=O)cc1 | i | -7% | 31% | -13% | 20µM* | ? | -11% | ? | . |
| CN(C(=O)c1cccc(NC(=O)Cc2cccc([N+](=O)[O-])c2)c1)C1CC1 | i | 2% | 21% | 11% | ? | 4% | -22% | 5% | 2% |
| Cc1ccc(S(=O)(=O)NNC(=O)C(=O)NNS(=O)(=O)c2ccc(C)cc2)cc1 | i | 0% | -13% | 2% | 19% | -6% | i | -4% | 2% |
| CCNC(=O)NC(=O)CSc1cccc(C(F)(F)F)c1 | i | -1% | -12% | 2% | ? | -6% | -4%[57.5 µM] | ? | -2% |
| COc1ccc(NC(=O)c2oc3ccc(S(=O)(=O)N4CCOCC4)cc3c2C)c(OC)c1 | i | -3% | 18%&14% | -6%&2% | -4%&4% | 22%&8% | -13%&21% | -4%&-15% | . |
| COc1ccc(C)cc1N1CC(C(=O)Nc2cccc(C(=O)NC3CC3)c2)CC1=O (stereo not drawn) | i | 3% | 2% | 2% | -5% | 8% | i | 2% | . |
| COc1cc(/C=N/NC(=O)c2cc(-c3ccccc3OC(C)C)nc3ccccc23)ccc1O | i | -33%[inhibitor] | . | -7% | 6% | -1% | -15% | 0% | -3% |
| Cc1ccnc2nc(C(=O)OCC(=O)c3c[nH]c4ccccc34)nn12 | i | -1% | 33% | -7% | -11% | 14% | 4% | -6% | 0% |
| COc1ccc(C(=O)Oc2ccc(F)cc2C(=O)/C=C/c2ccc(OC)c(OC)c2)cc1 | i | 3% | 34% | 9% | ? | ? | -23% | 3% | -12% |
| CN(C)c1ccnc(-n2cccc2/C=N/OCc2ccc(F)cc2Cl)c1C#N | i | 20% | 31% | 1% | ? | ? | 11% | -54%[inhibitor] | 1% |
| CCOc1ccc(Sc2cc(C(=O)NCCc3ccc(OC)c(OC)c3)c3ccccc3n2)cc1 | . | . | 18% | 4% | ? | 10% | -8% | 1% | . |
| Cc1ccc(NC(=O)CN(C)C(=O)COC(=O)CCS(=O)(=O)c2ccc(C)cc2)cc1 | i | -1% | . | -8% | -3% | 18% | -13% | 2% | -2% |
| CCOC(=O)c1noc2ncnc(N(CCC(=O)OC)c3ccccc3)c12 | . | . | 1% | 5% | 24% | 8% | -11% | -16% | . |
| COC(=O)C(CCSC)NC(=O)Cn1ncc2c(=O)oc3ccc(C)cc3c21 (stereo not drawn) | i | 17% | -29% | -27% | 12% | 0% | i | 0% | -1% |
| O=C(Nc1ccc2c(c1)OCO2)c1ccc(COc2ccc3c(c2)CCC3)o1 | i | -3% | 26% | 8% | 9% | ? | -11%[57.5 µM] | 18% | 1% |
| O=C(C(=O)c1cc(Br)ccc1O)c1cc(Br)ccc1O | i | -55%[inhibitor] | 0% | ? | -92%[inhibitor] | ? | -31%[inhibitor] | -86%[inhibitor] | . |
| C=CCn1c(=O)c(C(=O)NC(C)c2ccccc2)c(O)c2ccccc21 (stereo not drawn) | i | 5% | 9% | -1% | -1% | -26% | -10% | -37%[inhibitor] | -4% |
